PfM18AAP inh – PfM18AAP enzyme inhibition | AID 1822 | recombinant PfM18AAP, H-Glu-NHMec fluorogenic cleavage | inhibition, % at 7.35 µM | hit rate 1.2% among 290,000;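 active = inhibition above the campaign mean inhibition over all tested compounds plus 3 SD, cut at about 28% in these data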;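 note: 0% = plate median of test compound wells and 100% = 2 mM ZnCl2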
PHOSPHO1 block – inhibitors of human PHOSPHO1 phosphatase; Q8TCT1; recombinant PHOSPHO1, absorbance phosphatase assay; inhibition, % at 13.3 µM; hit rate 1.1% among 290,000; AID 1565; in the data active = inhibition above about 60%
Target sequence (Q8TCT1 whole entry, looked up): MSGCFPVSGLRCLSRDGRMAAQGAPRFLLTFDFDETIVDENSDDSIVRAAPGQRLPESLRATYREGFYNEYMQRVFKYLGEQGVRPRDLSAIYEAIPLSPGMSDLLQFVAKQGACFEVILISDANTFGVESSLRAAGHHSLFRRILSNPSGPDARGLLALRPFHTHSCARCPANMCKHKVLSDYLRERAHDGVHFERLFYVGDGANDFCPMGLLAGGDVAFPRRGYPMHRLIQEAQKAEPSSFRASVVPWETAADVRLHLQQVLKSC
GPR7 antag – human neuropeptides B/W receptor 1 antagonism; P48145; inhibition, % at 4.4 µM; AID 1861; GPR7-expressing cells, fluorescence antagonist assay; hit rate 1.1% among 290,000; in the data active = inhibition above about 16%, passing the limit was not always enough;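 note: cells stimulated with the agonist NPW; 0% = agonist with vehicle and 100% = vehicle without agonist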
Target sequence (P48145 whole entry, looked up): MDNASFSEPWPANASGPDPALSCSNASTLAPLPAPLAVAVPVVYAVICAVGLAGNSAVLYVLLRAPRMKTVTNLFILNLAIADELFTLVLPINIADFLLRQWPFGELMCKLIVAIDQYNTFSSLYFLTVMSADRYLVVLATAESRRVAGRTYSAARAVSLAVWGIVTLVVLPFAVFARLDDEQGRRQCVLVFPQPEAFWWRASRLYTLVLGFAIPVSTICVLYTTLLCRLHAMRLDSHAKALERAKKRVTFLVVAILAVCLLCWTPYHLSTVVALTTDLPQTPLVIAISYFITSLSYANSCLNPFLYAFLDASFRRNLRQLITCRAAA
p-CIP stab down – lowers stability of the mouse p/CIP coactivator protein; Q05BA5; F442A p/CIP-EGFP cells, EGFP fluorescence, 16 h; decrease of EGFP signal, % at 10 µM; hit rate 0.01% among 290,000; AID 1984;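 active = EGFP signal decrease of at least 30% at 10 µM or well 3 SD below plate mean, unless failing retest; inactive = the rest, including hits failing retest or dose response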; note: some compounds called inactive have numbers as strong as hits; many of its hits are not listed in these tables
VIM-2 inh – inhibitors of Pseudomonas aeruginosa VIM-2 metallo-beta-lactamase | purified VIM-2, nitrocefin hydrolysis, epi-absorbance fluorescence | inhibition, % at 5.6 µM | hit rate 0.89% among 290,000 | AID 1527;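 active = inhibition above the mean of all tested compounds plus 3 SD, cutoff set per screening run, cut at about 7.5% in these data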;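 note: red hydrolysis product quenches plate fluorescence so inhibitors raise well fluorescence; 0% = enzyme with DMSO and 100% = DMSO without enzyme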
IMP-1 inh – blocks Pseudomonas aeruginosa IMP-1 metallo-beta-lactamase; inhibition, % at 5.6 µM; hit rate 0.45% among 290,000; purified IMP-1, nitrocefin hydrolysis, epi-absorbance fluorescence;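 active = inhibition above the mean plus 3 SD of all compounds in the same screening run, cut at about 4.5% in these data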;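 note: 0% = IMP-1 with DMSO and 100% = DMSO wells lacking enzyme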
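System: Purified IMP-1 | Read-out basis: Percent enzyme inhibition | Controls: IMP-1 with DMSO as 0%, enzyme-free DMSO as 100% | Replicates: One well per compound | Doses: 5.6 µM nominal single concentration | Detection: Epi-absorbance fluorescence, 480 nm excitation, 530 nm emission | Incubation: 25 °C, 15 min preincubation, 25 min reaction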
IDE inh – inhibits human insulin-degrading enzyme in HEK cells; FAbetaB cleavage, fluorescence polarization; hit rate 0.41% among 320,000; inhibition, % at 5.59 µM; P14735;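 active = percent inhibition above the average of all tested compounds plus 3 SD, set per screening campaign, cut at about 16% in these data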;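 note: IDE supplied by intact live HEK cells; FP after avidin binding of uncleaved biotin substrate so inhibition keeps polarization high; 0% = DMSO wells and 100% = 60 µM reference IDE inhibitor Ii1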
NALP1 yeast inh – inhibitors of NALP1 inflammasome in yeast. S. cerevisiae NALP1/ASC/caspase-1 growth, X-gal OD620, 72 h. inhibition, % at 10 µM. hit rate 0.61% among 280,000. AID 2071; in the data active = inhibition mostly above about 24%, no sharp cut-off; inactive = mostly below about 32%; note: some compounds called inactive have numbers as strong as hits
IDE cell activ – boosts human insulin-degrading enzyme activity in HEK cells; activation, % at 5.96 µM; FAbeta-B cleavage, fluorescence polarization; 0% vehicle, 100% cell-free pure enzyme wells; hit rate 0.073% among 340,000; P14735;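 active = activation above the mean of all tested compounds plus 3 SD, set per screening campaign, cut at about 17% in these data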
The depositor's hits bear a star; . = not tested or not shown.

Compound,PfM18AAP inh,PHOSPHO1 block,GPR7 antag,p-CIP stab down,VIM-2 inh,IMP-1 inh,IDE inh,NALP1 yeast inh,IDE cell activ
O=C1NC(Cc2c[nH]c3ccccc23)C(=O)N1CCOc1ccc(F)cc1 (stereo not drawn),-3,11,-1,19,3.0,-1.4,-3,11,2
Fc1cccc(NC(=S)NCCCN2CCOCC2)c1,-3,38,-5,6,-0.9,-3.5,4,10,5
COc1ccc(OC)c(N(CC(=O)N2CCc3ccccc3C2)S(C)(=O)=O)c1,1,34,-3,-7,-3.7,-3.5,1,-7,5
C=CCn1c(N)cc(=O)nc1SCC(=O)Nc1ccc2ccccc2c1,-6,-13,0,11,-2.7,-2.7,3,-11,4
COc1ccc(-n2c(Cc3cccn3C)nnc2SCC(N)=O)cc1,-2,-6,-2,1,-4.0,-4.0,4,25,4
COc1ccc(-c2c3c(=O)n(C)c(=O)n(C)c3cn2-c2ccc(O)cc2)cc1,24,-3,-7,4,2.3,0.9,-1,4,3
CCOC(=O)Oc1ccc(/C=C2\N=C(C)OC2=O)cc1,-2,15,-12,-3,-1.5,-1.7,2,16,-1
O=C(Cc1ccc(Cl)cc1)NNC(=S)NC(=O)c1cccs1,-1,-122,-5,-21,-3.6,-2.8,-1,16,8
O=C(Nc1ccccc1)c1ccc(=O)n(Cc2cccc(Cl)c2)c1,-12,37,3,0,-0.2,-3.3,-2,2,1
CCC(C)NC(=O)c1ccccc1NC(=O)CN(c1ccc(OC)cc1)S(C)(=O)=O (stereo not drawn),5,3,0,1,-3.5,-2.4,-2,11,0
CCCOc1cccc(C(=O)N2CCN(C(=O)C3CCCO3)CC2)c1 (stereo not drawn),0,51,-17,-10,-2.1,-7.2,5,-4,-2
COc1ccc(NS(=O)(=O)c2ccc(O)c(NC(=O)c3cc4c(C)nn(-c5ccc(F)cc5)c4s3)c2)cc1,2,2,-4,4,-2.5,-2.6,-1,30,1
O=C(/C=C/Nc1cccc(O)c1)c1ccccc1,19,11,-1,-3,-2.2,-1.4,-13,10,-2
O=C(c1cccs1)N1CCC(Cc2ccccc2)CC1,-1,8,23,-3,-3.8,-2.6,9,-65,-3
CN(C)C(=O)COC(=O)c1ccccc1Sc1ccccc1C#N,3,68*,-4,-12,-2.9,-2.5,3,17,8

As a working copy, three of the compounds above:
Compound,PfM18AAP inh,PHOSPHO1 block,GPR7 antag,p-CIP stab down,VIM-2 inh,IMP-1 inh,IDE inh,NALP1 yeast inh,IDE cell activ
O=C1NC(Cc2c[nH]c3ccccc23)C(=O)N1CCOc1ccc(F)cc1 (stereo not drawn),-3,11,-1,19,3.0,-1.4,-3,11,2
Fc1cccc(NC(=S)NCCCN2CCOCC2)c1,-3,38,-5,6,-0.9,-3.5,4,10,5
COc1ccc(OC)c(N(CC(=O)N2CCc3ccccc3C2)S(C)(=O)=O)c1,1,34,-3,-7,-3.7,-3.5,1,-7,5

3 structures from above, ordered by molar mass, high to low:
Compound,PfM18AAP inh,PHOSPHO1 block,GPR7 antag,p-CIP stab down,VIM-2 inh,IMP-1 inh,IDE inh,NALP1 yeast inh,IDE cell activ
COc1ccc(NS(=O)(=O)c2ccc(O)c(NC(=O)c3cc4c(C)nn(-c5ccc(F)cc5)c4s3)c2)cc1,2,2,-4,4,-2.5,-2.6,-1,30,1
O=C1NC(Cc2c[nH]c3ccccc23)C(=O)N1CCOc1ccc(F)cc1 (stereo not drawn),-3,11,-1,19,3.0,-1.4,-3,11,2
O=C(Nc1ccccc1)c1ccc(=O)n(Cc2cccc(Cl)c2)c1,-12,37,3,0,-0.2,-3.3,-2,2,1

Remaining list, next part:
Compound,PfM18AAP inh,PHOSPHO1 block,GPR7 antag,p-CIP stab down,VIM-2 inh,IMP-1 inh,IDE inh,NALP1 yeast inh,IDE cell activ
Cc1cc(C)n(CCNC(=O)c2cc(COc3c(F)cccc3F)on2)n1,1,3,-2,9,0.9,-2.1,0,1,3
CCCC(=O)NNc1c2ccccc2nc2ccccc12,4,-4,-7,5,-1.9,-4.0,-1,24,-4
COc1cccc(C2Nc3ccccc3NC3=C2C(=O)CC(C)(C)C3)c1 (stereo not drawn),6,29,-5,8,-1.3,-2.1,2,-6,2
Cc1nc2cccnc2nc1C,-5,35,-8,-3,-3.7,-1.6,4,1,3
O=C(O)c1cc2nc3c(c(C(F)(F)F)n2n1)CCCC3,4,35,6,-9,0.4,-3.5,3,3,2
Cc1occc1C(=O)NNC(=O)Nc1ccc([N+](=O)[O-])cc1,20,-15,-4,-2,-3.5,-2.8,1,17,2
CCC1(C)NC(=O)N(CC(=O)Nc2sc3c(c2C(N)=O)CCC3)C1=O (stereo not drawn),5,-1,-8,-7,-3.4,-4.0,9,22,1
C=CCNc1nc(C(=O)OCC)nc2ccccc12,-4,-3,-7,-2,-3.3,-1.2,2,8,0
O=C(CCCCn1c(=S)[nH]c2ccsc2c1=O)NCc1ccco1,-4,32,-9,-3,-3.5,-4.3,4,-2,2
Cc1cc(C(=O)Nc2ccccc2)c2ccccc2n1,-1,29,0,4,0.5,-0.5,3,14,0
COc1cc(C(=O)NC(=S)NNC(=O)c2cnccn2)cc(OC)c1OC,10,5,-1,1,-2.3,-5.9,-1,32,1
COc1cccc(-c2nc(SCC(=O)Nc3nc(-c4ccccc4)c(C)s3)[nH]c(=O)c2C#N)c1,7,-6,-7,-5,-2.3,-2.8,1,-14,3
S=C(Nc1ccccc1)N1N=CCC1c1ccccc1 (stereo not drawn),-9,-2,-8,4,-1.6,-1.0,6,4,-3
COc1cc(C2NCC(c3ccc(Cl)cc3Cl)c3c2[nH]c2ccccc32)cc(OC)c1OC (stereo not drawn),2,-7,3,-9,-1.6,-1.6,3,38,-3
COc1ccccc1N1C(=O)c2cccc3c(N(C)CCO)ccc(c23)C1=O,5,24,-11,-140,1.9,-2.2,45*,-6,-33
COCCn1c(SCC(=O)Nc2ccc3c(c2)OCCO3)nnc1-c1c[nH]c2ccccc12,3,-9,7,-26,-3.5,-4.7,-1,14,4
CC1CCN(c2nc(-c3cccnc3)nc3scc(-c4ccccc4)c23)CC1,-1,-15,0,-1,-1.1,-2.5,-4,38,-3
COc1ccc(CNC(=O)C(CCSC)NC(=O)c2ccco2)cc1 (stereo not drawn),0,12,1,-14,-4.2,-1.1,-1,-10,3
Cc1nn2c(NCCOCCO)c3c(nc2c1-c1ccccc1)CCC3,-10,-1,-2,-19,3.5,-2.6,1,21,4
O=C(c1ccc2c(=O)n(-c3ccccc3)c(=S)[nH]c2c1)N1CCCCC1,-3,12,-7,-16,-2.4,-3.4,-3,-10,0
O=C(NCc1ccco1)C1CC(c2ccccc2C(F)(F)F)=NO1 (stereo not drawn),.,26,.,-14,.,.,-1,-9,2
COc1cccc(OCC(O)CNC(C)c2ccccc2)c1 (stereo not drawn),-3,-10,6,4,-2.6,-3.6,6,21,5
Cc1noc(C)c1CCC(=O)N1CCCC(N2CCN(c3ccc(F)cc3)CC2)C1 (stereo not drawn),7,4,-9,7,-1.9,-1.9,0,12,1
COc1ccccc1Nc1ncc(C(=O)N2CCC(C(N)=O)CC2)c2ccccc12,-3,-14,-15,-5,0.6,0.1,8,35,2
Cc1ccc(S(=O)(=O)Nc2nc3ccccc3nc2NCC2CCCO2)cc1 (stereo not drawn),-2,12,-12,-5,-2.6,-0.4,5,-18,8
O=C(CCCCC(=O)NCc1cccs1)NCc1cccs1,-8,4,-9,-4,0.6,-4.3,6,34,0
COc1cc(NC(=O)c2ccc(Cl)cc2Cl)ccc1-c1cc2ccccc2oc1=O,9,8,-2,0,-1.6,-2.8,8,0,5
N#C/C(=C\c1ccc(-c2ccccc2Cl)o1)C(=O)Nc1nc2ccccc2s1,-13,8,3,2,-1.7,-1.0,1,-2,4
CNS(=O)(=O)c1ccc(NC(=O)c2cc(-c3ccncc3)nc3ccc(Cl)cc23)cc1,-4,43,-5,1,2.7,0.5,-1,32,-7
O=C(NCc1ccc2c(c1)OCO2)C(=O)NC1CCCCC1,4,15,2,-6,-1.2,-2.7,8,-15,2
Cc1ccc(S(=O)(=O)Nn2cnnc2)cc1,65*,46,12,0,1.6,-0.6,4,.,1
COc1ccc(/C(C)=N/NC(=O)CNC(=O)c2ccncc2)cc1,-2,32,-8,-8,-2.0,-2.8,-1,3,-1
C=CCn1cnc2c(nnn2Cc2ccc(F)cc2)c1=O,5,8,-4,2,-0.3,-1.4,-4,.,5
Cc1ccc(NC(=O)c2ccc(NS(=O)(=O)c3c(C)noc3C)cc2)cc1C,-1,7,-17,0,-1.9,-1.0,0,18,1
COCC(N)(c1ccccc1)c1nc2ccccc2n1C (stereo not drawn),-6,-3,-2,-6,9.0*,-2.8,-3,-6,15
Cc1ccc(NC(=O)CN(C)C2CCCCC2)cc1Cl,-8,19,25*,2,3.1,0.8,.,21,2
O=C(O)[C@H](CO)Nc1ncnc2sc3c(c12)CCC3,-1,16,-5,0,-2.5,-2.0,6,-16,2
COc1cc(-c2ccc3c(=O)c4ccccc4n(C)c3c2)cc(OC)c1OC,4,25,-6,10,12*,-0.7,0,28,4
COc1cccc(-n2cnc3sc4c(c3c2=O)CCC4)c1,5,37,1,-3,-1.1,-3.5,5,4,2
CN(C)S(=O)(=O)c1cccc(COC(=O)c2ccc3c(c2)OCO3)c1,-4,21,9,-9,-0.4,-1.9,-1,8,5
Cc1ccc(C)c(SCC(=O)NC(=O)Nc2ccc3c(c2)OCCO3)c1,3,1,-4,2,-4.1,-0.2,3,31,6
CN(CC(=O)Nc1nc2ccc(F)cc2s1)S(=O)(=O)c1ccc(Cl)cc1,-4,9,-9,7,-0.3,-1.1,3,31,-1
Cc1ccc(N/C=C/C(=O)c2cccs2)cc1,4,18,0,-22,1.1,-3.1,-1,-3,2
CCCCOc1ccc(/C=N/NC(=S)Nc2cc(C)ccc2C)cc1,-2,12,-8,-1,-2.9,-4.4,2,8,7
CCOC(=O)/C(C#N)=C/C1=C(N2CCOCC2)CC(C)(C)OC1,0,28,-14,2,-2.7,-1.9,-2,13,6
CCOC(=O)C1=C(C)N=C(/N=C/N(C)C)SC1c1ccccc1 (stereo not drawn),-1,-19,1,-8,-0.1,-1.8,6,5,3
COc1ccc(Nc2cc(C)nc3nc(C)nn23)c(OC)c1,-3,-4,-9,-2,12*,-3.1,0,11,4

High-throughput results (PubChem BioAssay)
